# ALOX15B inhib – qHTS Assay for Inhibitors of 15-hLO-2 (15-human lipoxygenase 2); Potency, µM (doses to about 57.1 µM), without a hit: at the highest dose activity change, negative = inhibition, usual class: inhibitors; AID 881, 2007; Polyunsaturated fatty acid lipoxygenase ALOX15B (Homo sapiens), O15296; purified 15hLO-2, xylenol orange hydroperoxide absorbance; hit rate 0.56% among 110,000; also: potency is read from the fitted curve at half-maximal effect; nearly all actives have a fitted effect of over 60% in size; many of its hits are not listed in these tables
# Target sequence (O15296 whole entry, looked up): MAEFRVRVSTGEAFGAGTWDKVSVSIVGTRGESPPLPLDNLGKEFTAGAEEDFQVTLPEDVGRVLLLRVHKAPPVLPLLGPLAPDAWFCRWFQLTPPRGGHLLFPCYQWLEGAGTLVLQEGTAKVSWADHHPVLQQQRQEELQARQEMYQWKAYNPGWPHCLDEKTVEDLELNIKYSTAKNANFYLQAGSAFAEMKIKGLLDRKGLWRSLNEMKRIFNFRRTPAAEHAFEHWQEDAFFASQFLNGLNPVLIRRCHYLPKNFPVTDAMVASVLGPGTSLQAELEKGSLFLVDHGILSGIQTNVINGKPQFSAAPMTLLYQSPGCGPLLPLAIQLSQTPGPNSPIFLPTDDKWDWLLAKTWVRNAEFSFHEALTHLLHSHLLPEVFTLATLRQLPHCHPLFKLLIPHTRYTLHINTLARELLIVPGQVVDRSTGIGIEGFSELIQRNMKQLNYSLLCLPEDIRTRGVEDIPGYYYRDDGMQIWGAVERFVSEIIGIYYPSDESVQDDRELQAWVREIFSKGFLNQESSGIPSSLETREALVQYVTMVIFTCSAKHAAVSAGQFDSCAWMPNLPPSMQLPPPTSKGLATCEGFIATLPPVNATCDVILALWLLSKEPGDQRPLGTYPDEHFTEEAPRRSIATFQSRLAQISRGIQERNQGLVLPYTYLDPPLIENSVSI
#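 Read-out: hydroperoxide product oxidises ferrous iron, measured as xylenol orange complex via the 573-to-405 nm absorbance ratio after 30 min. Reaction: 50 nM enzyme, 15 min compound preincubation, 45 uM arachidonic acid, 90 min RT, Hepes pH 7.5 with Triton X-100.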
# ALOX12 inhib – qHTS Assay for Inhibitors of 12-hLO (12-human lipoxygenase); purified 12-hLO, xylenol orange hydroperoxide absorbance; Potency, µM (series often up to 57.1 µM), for the others: at the top dose activity change, negative = inhibition, most hits filed as inhibitors; hit rate 0.12% among 150,000; also: potency is read from the fitted curve at half-maximal effect; nearly all actives have a fitted effect of over 55% in size; many of its hits are not listed in these tables
#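 Hydroperoxide output read as Fe(III)-xylenol orange absorbance, 573-to-405 nm ratio, after 30 min reaction with 40 uM arachidonic acid. Enzyme: 150 nM purified human 12hLO, 15 min compound preincubation; 25 mM Hepes pH 7.0, room temperature.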
# IMPase inh – qHTS Assay for Identifying the Cell-Membrane Permeable IMPase Inhibitors. 120,000 tested, under 10 active. Inositol monophosphatase 1 (Rattus norvegicus), P97697. AID 901, 2007. inhibition (IP1 accumulation), % at 46.1 µM. CHO-M1 cells, IP1 accumulation, HTRF TR-FRET ratio; active = well fitted curve in the direction sought with a large enough effect in the signal ratio, not every such curve was filed as active; inconclusive = small, poorly fitted or top-dose-only effect, or a change in a side signal; inactive = no such curve, though single readings can be large or run the other way; the % refers to the signal ratio;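 also: cells stimulated with carbachol in lithium chloride buffer; plate controls were DMSO basal wells for no effect and reference inhibitor wells for full effect; higher means more IMPase inhibition seen as more IP1 and lower FRET ratio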
# Target sequence (P97697 whole entry, looked up): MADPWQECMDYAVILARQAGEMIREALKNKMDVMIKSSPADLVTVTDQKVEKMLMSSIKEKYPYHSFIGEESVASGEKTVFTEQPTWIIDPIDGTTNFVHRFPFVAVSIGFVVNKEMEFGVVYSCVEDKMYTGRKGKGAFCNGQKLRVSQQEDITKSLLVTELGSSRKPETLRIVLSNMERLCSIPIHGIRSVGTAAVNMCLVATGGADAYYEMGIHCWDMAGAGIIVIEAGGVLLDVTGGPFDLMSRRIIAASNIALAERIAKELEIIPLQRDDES
#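 Cellular IMPase inhibition is scored as a rise in cytosolic IP1, detected by competitive TR-FRET between d2-labelled IP1 and a europium anti-IP1 antibody. M1-expressing CHO cells were stimulated with carbachol for 30 min at 37C, with lithium (50 mM LiCl) present in the buffer.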
# PNC inhibitor – High Content Assay for Compounds that inhibit the Assembly of the Perinucleolar Compartment | PC3M PTB-GFP, PNC prevalence imaging, 16 h; active compounds read low | activity change (PNC), negative = inhibition, % at 10 µM | hit rate 3.1% among 140,000 | AID 2417, 2010;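 active = readout at or below -70, meaning at least 70% loss of cells showing the perinucleolar compartment, a nuclear body marking cancer cells; inconclusive = readout between -30 and a set limit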;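 also: plate controls were DMSO wells for no effect and camptothecin positive control wells for full effect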
#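 Compounds are pinned in duplicate onto adhered PC3M cells stably expressing GFP-tagged PTB and incubated 16 h at 37 C. Cells are then fixed, nuclei stained with Hoechst, and PNC-positive cells counted.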
# An asterisk follows results filed as active; u = inconclusive; x = no result given; [ ] = another dose, or the depositor's remark. Unless noted, calls follow the shape of the dose curve; as a rule, active = well fitted curve in the direction sought with a large enough effect; inconclusive = small, poorly fitted or top-dose-only effect, or another doubt; inactive = no such curve, though single readings can be large; an effect the other way counts as inactive or inconclusive. Unless noted, % is scaled to controls: 0 for no effect and ±100 for the full control effect. Only part of the results is shown; count on the stated rates, not on these rows.
smiles | ALOX15B inhib | ALOX12 inhib | IMPase inh | PNC inhibitor
COc1ccc(N2C(=O)CCC(C(=O)Nc3cccc(C)n3)C2c2ccc(OC)c(OC)c2)cc1 (configuration not stated) | 4% | 9% | 4 | -14
CC(C)Oc1ccc(/C=N/NC(=O)c2ccc(N(Cc3ccccc3)S(C)(=O)=O)cc2)cc1 | x | 1% | x | -3
O=C1C=C(c2ccccc2)C(O)(c2ccccc2)C1 (configuration not stated) | 3% | -3% | 7 | -19
CO/N=C(\C(=O)N[C@@H]1C(=O)N2C(C(=O)O)=C(COC(N)=O)CS[C@H]12)c1ccco1 | x | -5% | x | -11
CN(C)c1ccc(NC(=O)CSc2nc(N)c(C(=O)Nc3ccc(N(C)C)cc3)s2)cc1 | -21% | 0% | u | -2
Cc1ccccc1OCC(=O)OC(C(=O)c1ccccc1)c1ccccc1 (configuration not stated) | x | 0% | x | -1
COc1ccc(C(c2nnnn2C(C)(C)C)N2CCN(C)CC2)cc1OC (configuration not stated) | 8% | -3% | -13 | u
C/C(=N\NC(=O)c1cccc(N/N=C(\C)c2ccccc2)c1)c1ccccc1 | x | -5% | -5 | u
O=C(NC1CCCCCC1)c1nnc(Cc2ccc(Cl)cc2)o1 | x | -2% | x | 34
CCc1c(C)nc(SCCOc2ccc(OC(C)C)cc2)[nH]c1=O | -2% | 5% | 9 | u

smiles | ALOX15B inhib | ALOX12 inhib | IMPase inh | PNC inhibitor
CC1(C)Cc2c(C#N)c(N3CCN(C(=O)c4ccco4)CC3)nc(Cc3ccccc3)c2CO1 | -8% | -5% | 25 | 41
CC(=O)Nc1ccc2c(c1)ncn2C | x | 5% | 1 | 3
CCOC(=O)N1CCC(N(CCN(C)C)C(=S)Nc2cc(C)cc(C)c2)CC1 | x | -3% | 1 | 11
CCc1ccc(-c2cc(C(=O)NN3CCOCC3)c3ccccc3n2)cc1 | 5% | -4% | 0 | 62
CCNC(=O)c1ccc(CSc2ccc(Cl)cc2)cc1 | x | -4% | x | -109*
Cc1c(C(=O)NCc2ccc3c(c2)cc(C)n3C)cccc1[N+](=O)[O-] | x | -1% | x | 50
CC1CCN(CC(=O)N2c3ccccc3CCc3ccccc32)CC1 | x | -1% | x | u
Cn1c(=O)oc2cc(S(=O)(=O)NCc3ccccn3)ccc21 | 2% | 3% | 2 | -24
C/C(Cn1cnc([N+](=O)[O-])n1)=N\NC(=O)c1ccc(Br)cc1 | x | 0% | x | 5
C=CCn1c(O)c(N=NC(=S)Nc2cccc(OC)c2)c2ccccc21 | x | -4% | x | 24

smiles | ALOX15B inhib | ALOX12 inhib | IMPase inh | PNC inhibitor
COCCCn1c(SCc2cc(=O)[nH]c3ccccc23)nnc1-c1ccco1 | -6% | -12% | 25 | 7
Cc1ccc2nc(NC(=O)c3ccc4ncsc4c3)sc2c1 | -4% | -8% | -5 | 31
CC1CCN(C(=S)NC(=O)c2ccccc2)CC1 | -13% | -7% | -6 | 8
Cc1ccc2cccc(Oc3ccc([N+](=O)[O-])cc3[N+](=O)[O-])c2n1 | x | 1% | x | u
O=C(Oc1ccnc2cc(Cl)ccc12)N1CCCCCC1 | 11% | -8% | 14 | u
O=c1cnc2cnc(OCc3ccccc3)nc2n1CCc1ccccc1 | -11% | -8% | x | x
O=c1cc(N2CCc3ccccc3C2)[nH]c(=O)n1-c1ccccc1Cl | -1% | 3% | 2 | 10
CCN(CC)C(=O)Nc1c(C)n(C)n(-c2ccccc2)c1=O | x | -4% | -4 | 89
O=C(NCc1cccnc1)C1c2ccccc2C(=O)N1Cc1ccco1 (configuration not stated) | -3% | -7% | 1 | u
Cc1ccc(-n2ncc(C(=O)NCc3ccc4c(c3)OCO4)c2NC(=O)c2ccco2)cc1C | -2% | -12% | 7 | -26

smiles | ALOX15B inhib | ALOX12 inhib | IMPase inh | PNC inhibitor
COc1ccc(C(=O)Nc2ccc(S(=O)(=O)Nc3nccnc3OC)cc2)cc1OC | 2% | 3% | -1 | u
C=CCOn1c(=O)c(=O)n(OCc2ccccc2)c2ccccc21 | -7% | 0% | -2 | 3
Cc1c(C(=O)O)[nH]c2c1C(=O)CC(c1ccccc1)C2 (configuration not stated) | 7% | 2% | 4 | 25
Cc1nc2cnc(Nc3ccccc3)nc2n(Cc2cccs2)c1=O | -2% | 2% | x | x
COCCN1C=C(C(=O)OC)C(c2ccc(OC)c(OC)c2)C(C(=O)OC)=C1 | -4% | -3% | 0 | 22
O=C(NCCNc1ccc([N+](=O)[O-])cc1C(F)(F)F)c1ccccc1F | -10% | 4% | -2 | -12
O=C(C1CCN(S(=O)(=O)c2cnc[nH]2)CC1)N1CCN(c2ncccn2)CC1 | 0% | -1% | 6 | u
O=c1c(/C=N/O)coc2ccc3ccccc3c12 | -2% | -17% | -14 | u
CCn1c(N2CCN(CC(=O)Nc3cccc(C)c3C)CC2)nc2ccccc21 | 17% | -4% | 5 | 41
Cc1ccc(COC(=O)CCc2nc3ccccc3c(=O)[nH]2)cc1 | x | 1% | x | -25

smiles | ALOX15B inhib | ALOX12 inhib | IMPase inh | PNC inhibitor
CCN(CC)S(=O)(=O)c1ccc2c3c(cccc13)C(=O)S2 | -1% | -11% | 4 | 21
CCn1c(SCC(=O)Nc2cccc(C)c2)nc2c(c1=O)SC(C)C2 (configuration not stated) | x | -7% | 4 | 8
CC(OC(=O)c1cccs1)C(=O)NCc1ccc2c(c1)OCO2 (configuration not stated) | 0% | 1% | 1 | -9
COCC(=O)Nc1nnc(Cc2ccc(OC)c(OC)c2)s1 | 2% | 2% | -2 | 6
O=C(CCN1C(=O)C2C3C=CC(C3)C2C1=O)Nc1c(F)cc(F)cc1Br (configuration not stated) | -3% | -1% | 3 | u
O=C(COC(=O)/C=C/c1ccc(OC(F)F)cc1)Nc1ccc(S(=O)(=O)N2CCCC2)cc1 | x | -3% | x | 0
S=c1[nH]nc2c3c4c(sc3ncn12)CCCC4 | u | -13% | -13 | 36
COc1ccc(NC(=O)CN2C(=O)CC(C)(C)S(=O)(=O)c3ccccc32)cc1 | -2% | 1% | -2 | -22
CC1(C)C(C=C(Cl)Cl)C1C(=O)Nc1ccc([N+](=O)[O-])cc1 (configuration not stated) | x | -11% | x | 40
C=CCn1c(C(C)NC(=O)CC)nc2ccccc21 (configuration not stated) | -2% | 2% | 12 | -9

smiles | ALOX15B inhib | ALOX12 inhib | IMPase inh | PNC inhibitor
NNS(=O)(=O)c1cc(C(=O)O)cc(C(=O)O)c1 | -13%[11.4 µM] | 3%[11.4 µM] | x | x
CCOC(=O)c1c(C)[nH]c(C(=O)CN2CC(C)OC(C)C2)c1C (configuration not stated) | -12% | -2% | -5 | 18
Cc1nc2ccccc2n1CC(=O)N/N=C\C=C\c1ccccc1 | x | 4% | 3 | -5
CCCCN1C(=O)c2ccc(C(=O)Nc3cccnc3)cc2C1=O | u | 6% | -4[1.84 µM] | u
N#Cc1c(SCC(=O)Nc2nccs2)nc2c(c1-c1ccco1)CCCC2 | u | -1% | 7 | -17
Cc1ccc(-n2nnnc2SCC(N)=O)c(C)c1 | 7% | -5% | 3 | 4
CC(=O)c1cccc(N2C(=NC(=O)C(C)C)SC3CS(=O)(=O)CC32)c1 (configuration not stated) | 0% | -1% | 3 | 45
CC1(C)Oc2ccc(C(=O)N3CCCCC3)cc2N(CC(=O)NCc2ccccc2)C1=O | -1% | -3% | 6 | 30
CCOC(=O)N1CCN(C(=O)c2cccc(OC)c2OC)CC1 | 1% | -2% | -2 | 3
O=C(Cn1cc(C(F)(F)F)ccc1=O)Nc1cc(S(=O)(=O)N2CCOCC2)ccc1Cl | x | 1% | x | 118

# Exported field by field: entries from further up
Compound: CC1(C)Oc2ccc(C(=O)N3CCCCC3)cc2N(CC(=O)NCc2ccccc2)C1=O
- ALOX15B inhib: -1%
- ALOX12 inhib: -3%
- IMPase inh: 6
- PNC inhibitor: 30
Compound: CCOC(=O)N1CCN(C(=O)c2cccc(OC)c2OC)CC1
- ALOX15B inhib: 1%
- ALOX12 inhib: -2%
- IMPase inh: -2
- PNC inhibitor: 3
Compound: O=C(Cn1cc(C(F)(F)F)ccc1=O)Nc1cc(S(=O)(=O)N2CCOCC2)ccc1Cl
- ALOX15B inhib: x
- ALOX12 inhib: 1%
- IMPase inh: x
- PNC inhibitor: 118

# Next part
SMILES | ALOX15B inhib | ALOX12 inhib | IMPase inh | PNC inhibitor
O=C1C=C(NC2=CC3OC(c4ccccc4)OCC3OC2=O)CCC1 (configuration not stated) | x | 1% | x | u
Cc1cccc(C)c1NC(=O)C(=O)NCc1ccccn1 | -5% | 1% | 1 | 49
COc1ccc(OC)c(C(=O)c2ccc(C(=O)O)cc2)c1 | 5% | -9% | 4 | u
C#CCOCCOCCOCCNc1nc(N2CCN(C(=O)[C@H](C(C)C)n3cc(CCO)nn3)CC2)nc(N2CCN(C(=O)[C@H]([C@@H](C)CC)n3cc(CCCN=C(N)N)nn3)CC2)n1 | x | 2% | x | 16
COC(=O)c1sc(NC(=O)C2CCCCC2C(=O)O)c(C(=O)OC)c1C (configuration not stated) | -13% | -4% | u | u
CCSc1nnc(NC(=O)CSc2nccn2-c2cccc(C)c2C)s1 | -7% | -8% | 1 | 9
O=C(CCNS(=O)(=O)c1ccc2c(c1)CCC(=O)N2)Nc1ccc2c(c1)OCCO2 | 2% | -3% | -3 | 10
CCSc1nc2c(cnn2-c2ccc(C)cc2)c(=O)[nH]1 | x | 1% | -2 | 7
CC(=O)Oc1ccc(C(=O)Cc2ccccn2)c(O)c1 | x | -3% | x | u
COCCNC(=O)c1ccc(NC(C)=O)cc1 | -1% | -2% | 1 | -21
COc1ccc(C2CC(c3ccco3)n3ncnc3N2)cc1 (configuration not stated) | x | 2% | -25 | 3
Cc1cc(NC(=O)c2cnccn2)no1 | -2% | 0% | 4 | 32
CCOC(=O)c1c(C)nc2sc(C(=O)Nc3ccc(C(C)=O)cc3)c(N)c2c1-c1ccc(OC)cc1 | -7% | -8% | u | 20
COc1ccccc1CN1CCCC2(CCN(C(=O)c3ccco3)CC2)C1 | 0% | -1% | x | x
O=C(O)C(F)(F)C(F)(F)C(F)(F)C(F)(F)C(=O)O | -4%[11.4 µM] | 1%[11.4 µM] | x | x
COCCCNC(=O)c1cc2c(s1)CS(=O)(=O)C2 | 0% | 5% | 4 | 12
N#CC1(C#N)CC(C=O)=C(N)C1(C#N)CC(=O)C12CC3CC(CC(C3)C1)C2 (configuration not stated) | x | -7% | 6 | 18
CC1(C)CC(=O)c2c(noc2-c2ccccc2)C1 | 7% | -1% | 0 | -2
Cc1cc(C)c2c(-n3cccc3)n[nH]c2n1 | 1% | 0% | 7 | 8
O=c1[nH]cnc2c1ncn2[C@H]1CC[C@@H](CO)O1 | -7%[0.0915 µM] | -1%[0.00818 µM] | x | x
CCN(C(=O)c1cn(C)c(=O)c2cc(OC)c(OC)cc12)c1ccccc1C | 10% | -5% | 2 | u
O=C(CSCc1ccc(Cl)cc1)c1ccco1 | -23% | -7% | -7 | 3
CNC(=O)n1ccc(C(=O)N2CCCCC2)n1 | -2% | 1% | -11 | 4
CC(C)c1ccc(S(=O)(=O)c2cn(Cc3ccc(F)cc3)c3cc4c(cc3c2=O)OCO4)cc1 | x | -2% | x | u
CCOC(=O)C1=C(CSc2nc(-c3ccncc3)ccc2C#N)OC(N)=C(C#N)C1c1cccnc1 (configuration not stated) | 2% | -4% | 3 | -5

# Source: PubChem BioAssay (National Center for Advancing Translational Sciences (NCATS))
